S1P3 antagonist: blocks the human S1P3 receptor; AID 485; actives 0.27% (n = 170,000); CHO S1P3 NFAT-BLA reporter, FRET fluorescence, antagonist mode; inhibition, % at 4.98 µM; Q99500;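 active = inhibition above the plate cutoff, the mean inhibition of test wells on that plate plus 3 SD, cut at about 28% in these data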;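 note: cells challenged with S1P at its EC80 of 0.8 µM; blue over green emission ratio from cleaved BLA substrate after 4 h stimulation; 0% = S1P-stimulated wells and 100% = unstimulated DMSO-only wells; some compounds past the cut are filed as inactive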
STAT3 act: STAT3 signaling activation; U3A cells, IL-6 STAT3-luciferase reporter, luminescence; 100% = signal with IL-6 EC80 alone; activation (% of control), % at 5.6 µM; actives 0.91% (n = 190,000);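 active = activation above the screen-wide mean of compound activation plus 3 SD, cut at about 130% in these data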;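 note: 0% = background luminescence of wells with medium and substrate only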
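Material: human STAT1-deficient U3A cells with stable STAT3-luciferase reporter / Probe or stimulus: IL-6 stimulus at 33 ng/mL final / Schedule: 1 h compound pre-exposure, 6 h IL-6 stimulation, 37 °C / Technique: luminescence / Read-out basis: percent of IL-6-only median luminescence / Control set: IL-6-only high control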
STAT3 blocker: reduces IL-6 driven STAT3 reporter signal | actives 0.89% (n = 190,000) | U3A cells, IL-6 STAT3-luciferase reporter, luminescence; host cell line lacks STAT1 | inhibition, % at 5.5 µM;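 active = inhibition above the mean inhibition across all screened compounds plus 3 SD, cut at about 44% in these data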;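 note: 0% = DMSO only wells and 100% = 100 µM nifuroxazide control wells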
STAT1 blocker: reduces IFN-gamma driven STAT1 reporter signal | AID 920 | actives 0.35% (n = 200,000) | inhibition, % at 5.5 µM | NIH 3T3 STAT1-luciferase reporter, luminescence;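 active = inhibition above a set limit, the mean inhibition across all tested compounds plus 3 SD, cut at about 34% in these data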;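 note: 0% = IFN-gamma with DMSO and 100% = IFN-gamma with 300 µM nifuroxazide; values of inactives mirror those of a sister screen read the other way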
PPARg SRC1 recr: PPARgamma-driven SRC-1 recruitment agonism; AID 631; activation, % at 8 µM; actives 0.41% (n = 200,000); PPARgamma-SRC-1 coactivator recruitment biochemical assay; P37231; in the data active = activation above about 19%;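 note: 0% = DMSO and 100% = reference agonist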
SRC2 TRFRET art: flags TR-FRET format artefacts in PPARgamma SRC-2 recruitment agonist screen; TR-FRET ratio at 8 µM; actives 0.4% (n = 200,000); TR-FRET artefact counter-screen; active compounds read high; AID 1049; in the data active = TR-FRET ratio above about 2000; note: inactives centre near 1500
PPARg SRC-2 ag: agonists of SRC-2 recruitment by human PPARgamma | P37231 | PPARgamma LBD-SRC-2 recruitment, biochemical | activation, % at 8 µM | actives 0.34% (n = 200,000) | AID 1032; in the data active = activation above about 22%;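 note: 0% = vehicle and 100% = reference agonist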
ROMK mod: modulates human ROMK potassium channel activity; P48048; Tet-inducible ROMK, thallium flux fluorescence; actives lie on both sides; B-score at 10 µM; actives 2% (n = 130,000); AID 1918;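 active = signal ratio slope over the read window, or its plate-corrected B-score, at least 3 SD from the plate mean, either direction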;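 note: B-score of the F/F0 ratio slope over 7 to 12 s after thallium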
PPARg SRC-3 ag: agonists of human PPARgamma SRC-3 coactivator recruitment; P37231; biochemical PPARgamma/SRC-3 coactivator recruitment assay; activation, % at 8 µM; actives 0.26% (n = 200,000); AID 731; in the data active = activation above about 23%;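 note: 0% = DMSO and 100% = reference agonist; some compounds past the cut are filed as inactive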
RAM inhibit: yeast RAM network inhibition; actives 1.8% (n = 190,000); S. cerevisiae dse1pr::URA3 reporter, 5-FOA growth OD615, 2 d; analog-sensitive cbk1-as2 kinase mutant strain; inhibition, % at 50 µM;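 active = inhibition above a set limit, 3 SD over mean compound inhibition, cut at about 8.4% in these data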;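 note: 0% = DMSO-only wells with no growth and 100% = 10 µM 1-NA-PP1 full growth; inhibition rescues growth on 5-FOA so higher OD means more RAM inhibition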
TLR4-MyD88 BLA: TLR4-MyD88 interaction inhibition in cells; actives 0.18% (n = 200,000); O00206+Q99836; inhibition, % at 8.4 µM; HeLa CL3-4 TLR4/MyD88 BLA complementation, FRET ratio; in the data active = inhibition above about 25%;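 note: 0% = vehicle and 100% = reference inhibitor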
Target sequence (O00206 whole entry, looked up): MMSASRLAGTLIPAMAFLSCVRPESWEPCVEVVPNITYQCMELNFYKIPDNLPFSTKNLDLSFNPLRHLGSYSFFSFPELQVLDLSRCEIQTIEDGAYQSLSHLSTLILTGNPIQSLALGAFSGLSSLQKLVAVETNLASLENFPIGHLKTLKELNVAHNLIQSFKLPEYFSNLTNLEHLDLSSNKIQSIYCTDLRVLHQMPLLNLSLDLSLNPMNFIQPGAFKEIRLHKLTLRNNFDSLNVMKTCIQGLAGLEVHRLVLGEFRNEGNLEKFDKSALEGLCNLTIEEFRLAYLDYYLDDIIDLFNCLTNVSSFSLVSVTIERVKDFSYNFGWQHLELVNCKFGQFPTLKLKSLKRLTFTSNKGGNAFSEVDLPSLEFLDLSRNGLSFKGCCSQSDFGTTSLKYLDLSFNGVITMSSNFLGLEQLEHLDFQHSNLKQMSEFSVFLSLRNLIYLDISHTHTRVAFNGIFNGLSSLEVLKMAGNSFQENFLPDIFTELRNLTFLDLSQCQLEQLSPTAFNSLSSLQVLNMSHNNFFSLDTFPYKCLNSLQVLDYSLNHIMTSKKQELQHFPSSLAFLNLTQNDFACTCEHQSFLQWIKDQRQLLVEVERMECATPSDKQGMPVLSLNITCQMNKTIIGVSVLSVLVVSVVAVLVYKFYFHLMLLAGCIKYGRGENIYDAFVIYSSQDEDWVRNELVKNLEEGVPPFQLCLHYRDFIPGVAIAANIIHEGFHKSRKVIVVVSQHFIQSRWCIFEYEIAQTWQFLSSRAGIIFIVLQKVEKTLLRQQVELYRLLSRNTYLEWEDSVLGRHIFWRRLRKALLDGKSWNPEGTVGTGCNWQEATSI
Target sequence (Q99836 whole entry, looked up): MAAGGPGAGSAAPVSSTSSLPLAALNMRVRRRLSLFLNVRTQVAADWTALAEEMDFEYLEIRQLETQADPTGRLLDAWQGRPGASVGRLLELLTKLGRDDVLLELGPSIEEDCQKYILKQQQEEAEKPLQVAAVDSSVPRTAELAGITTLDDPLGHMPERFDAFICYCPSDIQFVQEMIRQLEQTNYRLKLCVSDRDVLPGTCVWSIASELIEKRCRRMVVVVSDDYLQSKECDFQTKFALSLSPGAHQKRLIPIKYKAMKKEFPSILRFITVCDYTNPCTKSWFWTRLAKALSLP
* = called active by the depositor; / = not tested or not shown.

(1) CCNC(=S)N(CCN(C)C)Cc1cc2cc(OCC)ccc2[nH]c1=O
(2) CCNc1nc(NCC)nc(N/N=C/c2ccc(O)c(O)c2)n1
(3) ONC(=Nc1ccc(Cl)cc1)c1ccc(Cl)cc1
(4) COC(=O)C1=C(C(=O)OC)SC(=C2C(=S)C(C)(C)N(C(=O)C3CC3)c3ccccc32)S1
(5) O=C(Nc1cccc(C(=O)N2CCOCC2)c1)c1ccccc1
(6) CCOc1ccc(-c2nnc3sc(COc4ccc(C)cc4)nn23)cc1

| entry no. | 1 | 2 | 3 | 4 | 5 | 6 |
| --- | --- | --- | --- | --- | --- | --- |
| S1P3 antagonist | -12.5 | 7.7 | / | / | / | -9.5 |
| STAT3 act | 107.1 | 98.1 | 128.0 | 113.8 | 99.9 | 99.1 |
| STAT3 blocker | -6.3 | 4.0 | -27.9 | -15.1 | 4.0 | 4.8 |
| STAT1 blocker | -4.9 | -10.7 | -11.3 | 0.5 | 3.3 | -8.0 |
| PPARg SRC1 recr | 1.2 | 7.6 | -5.1 | 1.9 | -0.9 | 1.4 |
| SRC2 TRFRET art | 1463 | 1649 | 1438 | 1575 | 1562 | 1644 |
| PPARg SRC-2 ag | -8.8 | -4.0 | -0.9 | 5.4 | 6.5 | -3.2 |
| ROMK mod | -0.999 | 0.316 | / | / | / | / |
| PPARg SRC-3 ag | -3.9 | 4.0 | -4.8 | 1.3 | 2.5 | 7.4 |
| RAM inhibit | 1.2 | -0.9 | 1.3 | 6.3 | 2.7 | 5.3 |
| TLR4-MyD88 BLA | -12.6 | 1.9 | 3.7 | 5.6 | -11.6 | 0.1 |

(7) Clc1ccc(Cn2ncc3c(N4CCCCC4)ncnc32)c(Cl)c1
(8) COC(=O)c1sccc1NC(=S)N1CCCCC1C (stereo unspecified)
(9) CC(C)c1nc2ccccc2c2nnc(SCC(=O)NCc3ccco3)n12
(10) O=C(Cn1nnc(-c2ccccc2)n1)Nc1ccccc1N1CCOCC1
(11) CCC(=O)c1ccc(OCc2ccc(C(=O)OC)cc2)c(OC)c1
(12) COc1cccc(OC)c1C(=O)Nc1ccccc1C(=O)N1CCOCC1

| entry no. | 7 | 8 | 9 | 10 | 11 | 12 |
| --- | --- | --- | --- | --- | --- | --- |
| S1P3 antagonist | 3.1 | / | -7.7 | -16.3 | / | -5.1 |
| STAT3 act | 102.0 | 96.2 | 92.5 | 99.9 | 103.0 | 101.2 |
| STAT3 blocker | 2.7 | 4.6 | 13.1 | 5.8 | -3.4 | 3.4 |
| STAT1 blocker | 4.0 | -2.8 | -0.9 | 10.1 | 2.6 | 5.5 |
| PPARg SRC1 recr | 9.2 | 4.5 | 3.0 | 0.2 | -1.8 | 1.8 |
| SRC2 TRFRET art | 1585 | 1736 | 1765 | 1417 | 1377 | 1717 |
| PPARg SRC-2 ag | -8.8 | 10.4 | 1.5 | 4.4 | -0.6 | 0.4 |
| ROMK mod | -0.692 | 0.971 | / | / | / | / |
| PPARg SRC-3 ag | 3.1 | 6.1 | -4.5 | 2.2 | -14.7 | -4.7 |
| RAM inhibit | 4.4 | 2.3 | 2.2 | 5.0 | 5.2 | 0.9 |
| TLR4-MyD88 BLA | -15.0 | -7.3 | -4.5 | -4.1 | 6.0 | -5.5 |

(13) COC(=O)CC1=NN(c2nc(C)cc(C)n2)C(=O)C1
(14) CC(C)c1ccc(NC(=S)NN(c2ccccc2)c2ccccc2)cc1
(15) CC1(C)CC(=O)C(C(N)=NC(=O)c2ccccc2)=C(O)C1
(16) CCOc1ccc(Br)cc1S(=O)(=O)NC(=O)c1ccccc1
(17) CCCCn1nnnc1SCC(=O)Nc1ccc2c(c1)OCO2
(18) CCN=C(NCC)SC1CC(=O)N(c2ccc(F)cc2)C1=O (stereo unspecified)

| entry no. | 13 | 14 | 15 | 16 | 17 | 18 |
| --- | --- | --- | --- | --- | --- | --- |
| S1P3 antagonist | -4.1 | -2.1 | -16.6 | -9.6 | -24.9 | -18.3 |
| STAT3 act | 94.2 | 93.3 | 86.4 | 89.3 | 95.7 | 90.2 |
| STAT3 blocker | 9.2 | 10.0 | 18.5 | 14.8 | 11.1 | 12.0 |
| STAT1 blocker | -9.9 | 6.2 | -18.8 | -0.4 | 0.1 | 3.1 |
| PPARg SRC1 recr | 5.2 | 6.6 | 1.2 | 9.2 | -4.7 | -2.4 |
| SRC2 TRFRET art | 1740 | 1687 | 1609 | 1729 | 1343 | 1542 |
| PPARg SRC-2 ag | 1.0 | -6.4 | 5.7 | 12.4 | 6.2 | 7.7 |
| ROMK mod | -0.349 | -0.586 | -0.909 | 0.175 | / | 0.55 |
| PPARg SRC-3 ag | 6.9 | 6.8 | 2.6 | 5.3 | -4.0 | 0.6 |
| RAM inhibit | 1.9 | 2.9 | 2.8 | -0.5 | 3.7 | 3.5 |
| TLR4-MyD88 BLA | -3.6 | 6.2 | -8.9 | -2.5 | 6.3 | -13.4 |

(19) Cc1ccc(C2=NN(S(C)(=O)=O)C(c3ccc4c(c3)OCO4)C2)cc1 (stereo unspecified)
(20) CC(Oc1ccc([N+](=O)[O-])cc1Cl)C(=O)Nc1ccc(C(N)=O)cc1 (stereo unspecified)
(21) FC(F)(F)c1cnc(Oc2ccc(-c3nnco3)cc2)c(Cl)c1
(22) Clc1ccc2c(N/N=C/c3cccnc3)ccnc2c1
(23) O=C(Nc1cc(Cl)ccc1Cl)N1CCCC1
(24) O=C(NNC(=O)C1CCN(S(=O)(=O)c2ccc(Cl)cc2)CC1)c1ccc(S(=O)(=O)N2CCCCC2)cc1
(25) COc1ccc(NC(=O)c2ccccc2SC)cc1

| entry no. | 19 | 20 | 21 | 22 | 23 | 24 | 25 |
| --- | --- | --- | --- | --- | --- | --- | --- |
| S1P3 antagonist | -3.9 | -8.2 | -21.5 | -11.0 | 0.1 | 2.3 | -4.1 |
| STAT3 act | 109.0 | 98.3 | 95.3 | 85.7 | 79.5 | 99.5 | 88.5 |
| STAT3 blocker | -13.5 | 8.6 | 8.6 | 24.1 | 32.2 | 8.9 | 15.0 |
| STAT1 blocker | -124.6 | 0.1 | 0.7 | -6.6 | 0.3 | 1.6 | -17.3 |
| PPARg SRC1 recr | 3.9 | 9.4 | 7.7 | -5.9 | 0.3 | 2.3 | -2.1 |
| SRC2 TRFRET art | 1526 | 1676 | 1477 | 1459 | 1496 | 1368 | 1534 |
| PPARg SRC-2 ag | -2.7 | 6.9 | -0.1 | -7.8 | 2.8 | -7.1 | 10.6 |
| ROMK mod | -0.715 | 0.684 | / | 0.725 | 1.19 | 0.752 | -0.465 |
| PPARg SRC-3 ag | 0.0 | 2.5 | -2.4 | -4.9 | 4.1 | -0.5 | 3.6 |
| RAM inhibit | 3.0 | 5.5 | 1.3 | 2.5 | 0.6 | 5.7 | 1.9 |
| TLR4-MyD88 BLA | -17.5 | -3.1 | 0.8 | -6.7 | -6.0 | -1.5 | 7.5 |

Filtered by structure: those above with a Cl atom.
(3) ONC(=Nc1ccc(Cl)cc1)c1ccc(Cl)cc1
(7) Clc1ccc(Cn2ncc3c(N4CCCCC4)ncnc32)c(Cl)c1
(20) CC(Oc1ccc([N+](=O)[O-])cc1Cl)C(=O)Nc1ccc(C(N)=O)cc1 (stereo unspecified)
(21) FC(F)(F)c1cnc(Oc2ccc(-c3nnco3)cc2)c(Cl)c1
(22) Clc1ccc2c(N/N=C/c3cccnc3)ccnc2c1
(23) O=C(Nc1cc(Cl)ccc1Cl)N1CCCC1
(24) O=C(NNC(=O)C1CCN(S(=O)(=O)c2ccc(Cl)cc2)CC1)c1ccc(S(=O)(=O)N2CCCCC2)cc1

| entry no. | 3 | 7 | 20 | 21 | 22 | 23 | 24 |
| --- | --- | --- | --- | --- | --- | --- | --- |
| S1P3 antagonist | / | 3.1 | -8.2 | -21.5 | -11.0 | 0.1 | 2.3 |
| STAT3 act | 128.0 | 102.0 | 98.3 | 95.3 | 85.7 | 79.5 | 99.5 |
| STAT3 blocker | -27.9 | 2.7 | 8.6 | 8.6 | 24.1 | 32.2 | 8.9 |
| STAT1 blocker | -11.3 | 4.0 | 0.1 | 0.7 | -6.6 | 0.3 | 1.6 |
| PPARg SRC1 recr | -5.1 | 9.2 | 9.4 | 7.7 | -5.9 | 0.3 | 2.3 |
| SRC2 TRFRET art | 1438 | 1585 | 1676 | 1477 | 1459 | 1496 | 1368 |
| PPARg SRC-2 ag | -0.9 | -8.8 | 6.9 | -0.1 | -7.8 | 2.8 | -7.1 |
| ROMK mod | / | -0.692 | 0.684 | / | 0.725 | 1.19 | 0.752 |
| PPARg SRC-3 ag | -4.8 | 3.1 | 2.5 | -2.4 | -4.9 | 4.1 | -0.5 |
| RAM inhibit | 1.3 | 4.4 | 5.5 | 1.3 | 2.5 | 0.6 | 5.7 |
| TLR4-MyD88 BLA | 3.7 | -15.0 | -3.1 | 0.8 | -6.7 | -6.0 | -1.5 |

High-throughput results: PubChem BioAssay, several laboratories
